Screens: PubChem, Broad Institute
PglD DTNB: inhibitors of Campylobacter jejuni PglD acetyltransferase; purified PglD enzyme, DTNB colorimetric CoA detection; inhibition, % at 12.5 µM; 360,000 compounds, 0.098% hits; in the data active = inhibition above about 16%, passing the limit was not always enough; note: strong numbers were not always called active
PGC1a acetyl inh: PGC1a acetylation modulation, inhibitor mode; U2OS PGC1a acetylation, AlphaScreen anti-acetyl-lysine; with virally co-expressed GCN5 acetyltransferase; inhibition, % at 15.6 µM; 350,000 compounds, 0.17% hits; AID 651687;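 active = every replicate shows inhibition of at least 40%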;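 note: 0% = neutral control wells and 100% = positive control wells; some results beyond the cut were filed as inactive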
* marks the source's active call; other numbers are inactive results. This is a subset. The share of hits here may be higher or lower than overall.

SMILES	PglD DTNB	PGC1a acetyl inh
COc1ccccc1N1CCN(C(=O)c2cc3n(n2)C(C(F)(F)F)CC(c2ccco2)N3)CC1 (configuration not stated)	3	8
COc1cc(C[C@H](C)[C@H](C)Cc2ccc3c(c2)OCO3)ccc1O	-1	-4
CCOC(=O)c1c(-c2ccc(C)o2)csc1N	-1	3
CCCC(=O)Nc1nn(C)c2nc3c(C)cccc3cc12	-10	5
CCOC(=O)CC1ON(C)C(=O)N1c1ccc(Cl)cc1Cl (configuration not stated)	4	0
CC(=O)Nc1cc(S(=O)(=O)Nc2ccccc2)c(C)cc1C	7	5
CC(C)CNC(=O)CSc1nnc(-c2ccccn2)n1Cc1ccccc1	-5	-33
Cc1nn(Cc2ccc(Cl)cc2)c(C)c1NC(=O)CSc1nc2c(c(C(F)(F)F)n1)CCc1ccccc1-2	-4	4
COc1ccc(OC)c(NS(=O)(=O)c2ccc(-c3coc(C)n3)cc2)c1	-3	3
CCOC(=O)C1C2C=CC3(CN(C4CCCC4)C(=O)C13)O2 (configuration not stated)	-5	2
Cc1c(C(=O)Nc2ccc(F)cc2)oc2ccc(S(=O)(=O)N3CCC4(CC3)OCCO4)cc12	-5	-31
CCOc1cc(N2CCOCC2)c(OCC)cc1NC(=O)COc1cccc2cccnc12	1	13
CS(=O)(=O)N1CCN(C(=O)Cc2ccccc2)CC1	-4	-7
CC(=O)C1=C(C)NC(SCc2cccc([N+](=O)[O-])c2)=C(C#N)C1c1ccco1 (configuration not stated)	-5	2
CCOCCCNC(=O)c1ccc(NC(C)=O)cc1	0	6
C=CCSc1nnc(-c2ccccc2N=Cc2c(C)[nH]n(-c3ccccc3)c2=O)c(=O)[nH]1	-2	7
CCc1ccc(Nc2cc(=O)n(C3CCCCC3)c(=O)[nH]2)cc1	-3	7
Cc1nn2cc(-c3ccc(N)cc3)nc2s1	-1	12
O=C(CN1CCC(O)CC1)N1c2ccccc2C=Cc2ccccc21	2	-2
O=C(CSCc1ccccc1)Nc1ccc2c(c1)OCO2	0	-26
NC(=O)c1ccc(NS(=O)(=O)c2ccccc2F)cc1	1	10
O=C(NCc1ccccc1)c1ccco1	5	-1
CCCCOC(=O)C1=C(C)Nc2ncnn2C1c1ccc(OC)c(OC)c1OC (configuration not stated)	-1	5
COC(=O)c1cccc(N2C(=O)c3cccnc3C2=O)c1	3	-6
CC(NC(=O)COC(=O)CCNC(=O)c1ccco1)C12CC3CC(CC(C3)C1)C2 (configuration not stated)	5	-1
C=CCN(CC=C)Cc1ccc(C(=O)OC)o1	19	0
CCN(CC(=O)NC1CCCCC1)S(=O)(=O)c1ccc(Cl)cc1	0	-1
O=C1CC(c2ccc(Cl)cc2)n2nc(NS(=O)(=O)c3ccc(F)cc3)nc2N1 (configuration not stated)	2	-8
CC(CCC(C)C(C)(C)C)[C@@H]1CC[C@H]2C3C[C@H](OS(O)(=S)=S)[C@H]4C[C@H](OS(O)(=S)=S)[C@@H](OS(O)(=S)=S)C[C@]4(C)[C@H]3CC[C@]12C (some centres not stated) (tested in a mixture with another compound)	0	14
COc1cc(CNn2nnnc2N)cc(Br)c1OCc1c(Cl)cccc1Cl	-5	3
O=C(N1CCCCC1)N1CCCN(C(=O)N2CCCCC2)CC1	-2	10
Cc1nc(Nc2cccc(C(F)(F)F)c2)nc2c1C(=O)CC(C)C2 (configuration not stated)	5	-5
COC(=O)c1ccccc1NC(=O)CNC(=O)c1ccco1	1	3
O=C(CSc1nnnn1-c1ccccc1)CC(=O)Nc1ccc(Cl)cc1	3	-2
Cc1ccc(S(=O)(=O)N2CCC(C(=O)NCc3ccccc3Cl)CC2)cc1	4	0
COC(=O)c1c(C)c(OC(=O)c2c(C)cc(O)c(C=O)c2O)cc(C)c1O	0	6
O=C(C1CCCN1S(=O)(=O)c1cccc2cccnc12)N1CCn2c1nc1ccccc12 (configuration not stated)	4	-5
CC(Sc1nnc(-c2cccs2)n1-c1ccccc1)C(=O)NCc1ccc2c(c1)OCO2 (configuration not stated)	-4	-9
O=C(CCN1C(=O)c2ccccc2C1=O)N1CCN(c2ccccc2)CC1	-1	-5
Nc1ccc2c(c1)C(=O)N(CCCC(=O)O)C2=O	-1	7
COc1ccc(CN(CCCN2CCOCC2)C(=O)Nc2cccc(Cl)c2)cc1OC	-1	-6
COc1ccccc1-c1nc(C(=O)NCC2CCCO2)cc2c1[nH]c1ccccc12 (configuration not stated)	-5	-35
COCCNC(=O)C(c1ccc(C)o1)N(Cc1ccco1)C(=O)c1snc(C(N)=O)c1N (configuration not stated)	4	4
CSc1nsc(SC)c1NC(=O)N1CCCC1	11	8
COc1cccc(N2CCN(C(=O)NC3CCCCC3)CC2)c1	1	-20
CC1CCN(CCNC(=O)CCS(=O)(=O)c2ccc(Br)cc2)CC1	-2	0
O=c1[nH]c2cc3c(cc2cc1CN(CCO)S(=O)(=O)c1ccccc1Cl)OCCO3	-4	7
COc1ccc(Cn2nnnc2C(c2ccccc2)N2CCN(C3CCCC3)CC2)cc1 (configuration not stated)	0	-22
COc1ccc(C2(C(=O)Nc3ccc(C(=O)N4CCOCC4)cc3)CCOCC2)cc1	6	1
Cc1onc(-c2c(F)cccc2Cl)c1C(=O)Nc1nnc(C2CC2)s1	-1	-6

Next part:
SMILES	PglD DTNB	PGC1a acetyl inh
NC(=O)c1nsnc1-c1ccccc1O	-2	2
CC(C)N=C(NC#N)SCC(=O)NC(C)(C)C	-1	-16
COc1ccc(C(=O)Nc2ccc(Cl)c(Cl)c2)c(OC)n1	15	-8
COc1ccc(CCNc2cc(N3CCN(C(=O)c4ccccc4F)CC3)ccc2[N+](=O)[O-])cc1OC	-1	4
Cn1c(NCCCN2CCOCC2)nc2c1c(=O)n(Cc1ccc(Cl)cc1Cl)c(=O)n2C	0	1
CC(C)c1ccccc1N=C1SCCN1C1CCS(=O)(=O)C1 (configuration not stated)	4	4
CCCCCC(=O)Nc1ccc(N2CCN(C(=O)c3ccccc3)CC2)cc1	-2	10
CCOC(=O)c1c(NC(C)=O)no[n+]1[O-]	1	9
COc1ccccc1NC(=O)Cn1c(=O)sc2ccccc21	-1	-14
COc1ccc2nc(NC(=O)CN3CCN(C)CC3)sc2c1	5	2
O=C(CSc1ncn[nH]1)Nc1ccc(S(=O)(=O)N2CCCC2)cc1	-1	-6
Cc1nn(C)c(C)c1NC(=O)c1ccnn1C	-6	2
CCc1nc(SCC(=O)Nc2cc(C)on2)n[nH]1	5	2
O=C(OCC(=O)N1CCN(c2ccccc2)CC1)c1ccc2ccccc2n1	-1	7
CCCCCCOc1ccc(N2C(=O)CC(NCCc3ccc(S(N)(=O)=O)cc3)C2=O)cc1 (configuration not stated)	-2	-2
COc1ccc(OCCCN2CCCCCC2)cc1	-9	12
O=C(O[C@@H]1OC2COC(=O)c3cc(O)c(O)c(O)c3-c3c(cc(O)c(O)c3O)C(=O)O[C@@H]([C@H]1O)[C@@H]2O)c1cc(O)c(O)c(O)c1	2	2
COc1ccc(S(=O)(=O)NCC(=O)N(CC(=O)NCC2CCCO2)c2ccccc2C)cc1 (configuration not stated)	-1	1
CN1CCN(c2ccc(NC(=O)c3cccc(OCc4ccccc4)c3)cc2)CC1	9	-3
CCCCn1c(N(CCOC(C)=O)C(C)=O)nc2ccccc21	0	-10
O=C(CSc1nnc(COc2cccc3cccnc23)o1)N1CCc2ccccc21	-3	0
COc1ccccc1CNC(=O)C(C)NS(=O)(=O)c1ccccc1 (configuration not stated)	1	3
CCc1nnc2sc(-c3ccc(NC(=O)c4ccc5c(c4)OCCO5)cc3)nn12	-7	-6
Cc1c(NC(=O)C(C)OC(=O)COc2cccc3c2OC(C)(C)C3)c(=O)n(-c2ccccc2)n1C (configuration not stated)	6	-3
CC(C)C(NC(=O)c1cccc(S(=O)(=O)N2CCOCC2)c1)C(=O)NCCc1ccccn1 (configuration not stated)	-1	6
O=C(Nc1ccc2c(c1)OCO2)c1cnn2c(C(F)(F)F)cc(-c3ccco3)nc12	-2	1
Cc1cc2c(c(=O)o1)C(CC(C)C)C(C#N)=C(N)O2 (configuration not stated)	2	2
Cc1ccc(/C(O)=C2\C(=O)C(=O)N(CC(C)O)C2c2cccc(F)c2)cc1 (configuration not stated)	-7	12
Cc1[nH]c2ccccc2c1C(=O)CN1CCCCC1C (configuration not stated)	13	-5
CC1CCN(CC(O)CN2c3ccccc3Sc3ccccc32)CC1 (configuration not stated)	2	-21
O=C(CN1CCCC1)N1c2ccccc2Sc2ccc(C(F)(F)F)cc21	-4	1
COc1cc(NC(=S)NCc2ccco2)cc(OC)c1	-4	-1
CCc1ccc(N2C(=O)c3sc4nnc(-c5ccccc5)c(=O)n4c3C2=O)cc1	-3	-8
CCc1ccc(S(=O)(=O)NCCc2cn3ccccc3n2)s1	0	-8
Cc1c(NC(=O)CSc2ccccc2C(=O)Nc2cccnc2)c(=O)n(-c2ccccc2)n1C	-3	6
Cc1c(Cl)cccc1NC(=O)c1nc(C)n(-c2cc(OC(C)C)c(Cl)cc2Cl)n1	7	2
Cc1ccc(-c2nc(N)n(C(=O)c3cccs3)n2)cc1	2	5
Cc1nn(C)c(C)c1S(=O)(=O)NCc1cccs1	-3	-14
C/C(=N\OC(=O)c1cccc(C(F)(F)F)c1)c1sc(-c2ccccc2)nc1C	0	-1
Cc1ccc(NC2=C(N3CCOCC3)C(=O)c3ccccc3C2=O)cc1	1	-5
Cc1cc2ccccc2c(=O)n1CC(=O)Nc1ccc2c(c1)OCCO2	-8	16
FCCCOc1ccc(-c2nccc(-c3ccc(F)cc3)n2)cc1	4	4
CC(C)(C)n1nnnc1C(c1cccnc1)N(Cc1ccccc1)Cc1ccco1 (configuration not stated)	-1	-13
Cn1c(=O)c2c(nc(N3CCOCC3)n2Cc2c(F)cccc2Cl)n(C)c1=O	3	-8
O=C1OCCC1Sc1nc(-c2ccccc2)cs1 (configuration not stated)	-12	2
O=C1CC(c2ccccc2)n2nc(NC(=O)C3CCCO3)nc2N1 (configuration not stated)	-1	-14
CCCC(=O)OCC(=O)Nc1cc(C(C)(C)C)nn1-c1ccccc1	-6	-8
COc1ccc(C2/C(=C(/O)c3ccccc3)C(=O)C(=O)N2CO)cc1 (configuration not stated)	-3	2
Cc1nn(-c2ccccc2)c2sc(C(=O)O)cc12	-4	20
CCCOc1ccc(C(=O)NCCCn2ccnc2)cc1	-5	-1

Following part
SMILES	PglD DTNB	PGC1a acetyl inh
CC(C)Cn1c(-c2ccc(C#N)cc2)nc2c1c(=O)[nH]c(=O)n2CC(C)C	-10	4
CCOc1ccc(N=C2NC(=O)S/C2=C\c2ccc(O)cc2)cc1	-8	-23
CCCCN1CC(C(=O)NC2CCCCC2)CC1=O (configuration not stated)	5	-6
Cc1c(NC2=NC3(CCCCC3)Cc3ccccc32)c(=O)n(-c2ccccc2)n1C	-7	-11
CN([C@@H](Cc1ccc(OS(=O)(=O)c2cccc3cnccc23)cc1)C(=O)N1CCN(c2ccccc2)CC1)S(=O)(=O)c1cccc2cnccc12	0	-13
COc1ccc(Cl)cc1NC(=O)c1c(-c2ccccc2)noc1C	6	4
O=C(CSc1ncc(-c2ccc(F)cc2)[nH]1)NCc1ccco1	-1	7
COc1ccccc1NC(=O)C1CCCCC1	4	8
COc1ccc(C(=O)OCCNC(=O)c2c(Cl)nc3ccccn23)cc1	3	1
CCOc1cc(C)c(S(=O)(=O)NC2CCCCC2)cc1C	16	-10
COc1ccc(C2C(C(=O)N3CCCCC3)CCC(=O)N2c2cc(OC)c(OC)c(OC)c2)cc1 (configuration not stated)	-2	4
CCCCC(CCC(=O)O)(C(=O)OCC)c1csc(N)n1 (configuration not stated)	9	11
Cc1ccc(-n2nnc3c(SCC(=O)NCc4ccco4)ncnc32)cc1	-1	7
Cc1cccc(NC(=O)N2CCC(c3nc4ccccc4o3)CC2)c1	-1	13
Cc1ccccc1NCC(=O)N/N=C/C(Br)=C/c1ccccc1	-2	-150
O=C(c1c[nH]c2ccc(S(=O)(=O)N3CCOCC3)cc2c1=O)N1CCCC1	-1	-1
Cc1cccc(-n2c(N)c(C(=O)N3CCN(C)CC3)sc2=S)c1	0	0
Cc1ccc(C(=O)OCc2cn3ccccc3n2)cc1	6	-7
CCOC(=O)CN1N=C(/C=C/c2ccc(C)cc2)CCC1=O	2	-10

Molecules from the list above containing a furan ring, fused or not, in the order listed:
SMILES	PglD DTNB	PGC1a acetyl inh
COc1ccccc1N1CCN(C(=O)c2cc3n(n2)C(C(F)(F)F)CC(c2ccco2)N3)CC1 (configuration not stated)	3	8
CCOC(=O)c1c(-c2ccc(C)o2)csc1N	-1	3
Cc1c(C(=O)Nc2ccc(F)cc2)oc2ccc(S(=O)(=O)N3CCC4(CC3)OCCO4)cc12	-5	-31
CC(=O)C1=C(C)NC(SCc2cccc([N+](=O)[O-])c2)=C(C#N)C1c1ccco1 (configuration not stated)	-5	2
O=C(NCc1ccccc1)c1ccco1	5	-1
CC(NC(=O)COC(=O)CCNC(=O)c1ccco1)C12CC3CC(CC(C3)C1)C2 (configuration not stated)	5	-1
C=CCN(CC=C)Cc1ccc(C(=O)OC)o1	19	0
COC(=O)c1ccccc1NC(=O)CNC(=O)c1ccco1	1	3
COCCNC(=O)C(c1ccc(C)o1)N(Cc1ccco1)C(=O)c1snc(C(N)=O)c1N (configuration not stated)	4	4
O=C(Nc1ccc2c(c1)OCO2)c1cnn2c(C(F)(F)F)cc(-c3ccco3)nc12	-2	1
COc1cc(NC(=S)NCc2ccco2)cc(OC)c1	-4	-1
CC(C)(C)n1nnnc1C(c1cccnc1)N(Cc1ccccc1)Cc1ccco1 (configuration not stated)	-1	-13
O=C(CSc1ncc(-c2ccc(F)cc2)[nH]1)NCc1ccco1	-1	7
Cc1ccc(-n2nnc3c(SCC(=O)NCc4ccco4)ncnc32)cc1	-1	7
